Screening results deposited in PubChem by Fisher Drug Discovery Resource Center.
hcGAS inh = human cGAS inhibition; Q8N884; recombinant h-cGAS, ATP depletion, Kinase-Glo luminescence; inhibition, % at 12.5 µM; 0.081% of 290,000 active; AID 1259398;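 further: 0% = vehicle reaction and 100% = reaction without DNA for no activity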
Target sequence (Q8N884 whole entry, looked up): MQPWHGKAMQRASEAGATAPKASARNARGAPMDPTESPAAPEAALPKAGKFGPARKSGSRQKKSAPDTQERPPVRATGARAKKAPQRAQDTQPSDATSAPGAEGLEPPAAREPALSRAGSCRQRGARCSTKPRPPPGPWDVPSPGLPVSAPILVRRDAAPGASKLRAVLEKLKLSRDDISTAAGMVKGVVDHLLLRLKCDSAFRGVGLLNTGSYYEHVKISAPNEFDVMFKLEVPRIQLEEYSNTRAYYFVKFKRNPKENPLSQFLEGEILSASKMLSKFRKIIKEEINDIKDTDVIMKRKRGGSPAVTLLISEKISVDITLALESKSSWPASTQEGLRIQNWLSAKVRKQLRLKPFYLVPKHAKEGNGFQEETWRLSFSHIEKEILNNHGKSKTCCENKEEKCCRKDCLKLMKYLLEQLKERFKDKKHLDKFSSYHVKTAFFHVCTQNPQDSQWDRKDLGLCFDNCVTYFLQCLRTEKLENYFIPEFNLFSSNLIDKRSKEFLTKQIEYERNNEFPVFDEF
mcGAS lum = blocks mouse cGAS activity | recombinant cGAS, Kinase-Glo ATP depletion luminescence | inhibition, % at 12.5 µM | AID 1259399 | 0.15% of 160,000 active;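 further: 0% = negative control wells and 100% = reference inhibitor with no enzyme activity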
NPYLR7 ag = mosquito NPYLR7 agonism; 0.15% of 270,000 active; activation, % at 10 µM; AID 1259423; HEK293T NPYLR7/Galpha15, GCaMP6s calcium fluorescence; in the data active means activation above about 40%;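 further: 0% = vehicle and 100% = reference agonist at the receptor; some compounds past the cut are filed as inactive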
* hit, by the source's call; · = not tested or not shown; & = joins results of further samples. Unless noted, no stated cut-off is given here; in the data, active means inhibition above about 40%; inactive means the rest.

Structure | hcGAS inh | mcGAS lum | NPYLR7 ag
O=C(NCC1CCOC1)N1CCN(Cc2ccc(Cl)s2)CC1 (stereo not given) | -8 | · | -4
CCC(Sc1ncc(S(=O)(=O)c2ccccc2)c(=O)[nH]1)C(=O)Nc1cc(Cl)ccc1C (stereo not given) | 0 | -4 | -11
CCCS(=O)(=O)N1CCN(c2ccc(-n3ccc(C)n3)nn2)CC1 | -4 | -9 | -5
C=CCNC(=O)Cn1c(CO)cnc1SCc1ccc(F)cc1 | -5 | · | 5
Brc1ccc(Oc2nnc(Oc3ccc(Br)cc3)c3ccccc23)cc1 | -4 | · | -6
O=C(NC1CCN(C2CC(=O)N(c3ccc(Cl)cc3)C2=O)CC1)c1ccccc1 (stereo not given) | -3 | -5 | 0
COC(=O)C1=C(O)/C(=C\c2ccc(N(C)C)cc2)SC1=Nc1ccc(C(F)(F)F)cc1 | -3 | -5 | 18
COc1ccc(NC(=O)C2(C)CCN2Cc2ccc(NC(C)=O)cc2)cc1OC (stereo not given) | -9 | · | 8
Nc1cc(-c2cccc(Cl)c2)nn1-c1ccc(C(=O)NCc2cccnc2)cc1 | -4 | -5 | -8
CCN(C(=O)c1ccc2c(c1)OCO2)c1ccc2ccccc2c1 | -5 | · | 0
CC(O)c1cccc(NC(=O)c2cnn3c2NC(c2cccs2)CC3C(F)(F)F)c1 (stereo not given) | 3 | 1 | -13
CCC(CC)NC(=O)CSc1nnc(N2CCOCC2)n1C1CC1 | 2 | · | 6
CCCCC(=O)OCC(=O)Nc1cc(OC)c([N+](=O)[O-])cc1C | 0 | · | -5
c1ccc2n[nH]nc2c1 | -4 | -1 | 9
COCCN(CC(=O)N1CCc2sccc2C1c1ccc(Cl)cc1Cl)C(=O)c1ccc(OC)cc1 (stereo not given) | -4 | -5 | -8
C=CCn1cc(CNC23CC4CC(C2)CC(n2nnc(C)n2)(C4)C3)c(C)n1 | -4 | -9 | 5
C=CCN=c1scc(-c2ccc(OC(F)F)cc2)n1N=Cc1c[nH]c2ccccc12 | -6 | -5 | -6
CCOC(=O)C1N=C2C(=[N+]([O-])C1N)COC(C)(C)/C2=N/O (stereo not given) | -7 | -6 | -1
COc1cc(O)c2c(=O)cc(C)oc2c1CC=C(C)C | -7&5 | -5&-1 | 6
O=C1NC(N2CCCC(CO)C2)=N/C1=C\c1ccc(Cl)cc1 (stereo not given) | 0 | · | -6
COC(=O)c1ccc(-c2c(NCc3ccccc3)oc3c2c(=O)n(C)c(=O)n3C)cc1 | 2 | -1 | -1
O=C(c1cn(CC2CCCO2)nn1)N1CCC(Oc2cccc(C(F)(F)F)c2)CC1 (stereo not given) | -3 | · | 4
CCS(=O)(=O)c1nc2ccc(NC(=O)C3CCCN3S(C)(=O)=O)cc2s1 (stereo not given) | -5 | · | 3
COc1cccc(C(=O)Nc2cccc(C3SCC(=O)N3c3cccc(F)c3)c2)c1 (stereo not given) | -7 | -5 | -4

Another view of 2 compounds above.
structure: O=C(c1cn(CC2CCCO2)nn1)N1CCC(Oc2cccc(C(F)(F)F)c2)CC1 (stereo not given)
  hcGAS inh: -3
  mcGAS lum: ·
  NPYLR7 ag: 4
structure: CCS(=O)(=O)c1nc2ccc(NC(=O)C3CCCN3S(C)(=O)=O)cc2s1 (stereo not given)
  hcGAS inh: -5
  mcGAS lum: ·
  NPYLR7 ag: 3

(continued)
Structure | hcGAS inh | mcGAS lum | NPYLR7 ag
Cc1nnnn1C(Cc1ccccc1)C(=O)n1ncc2cccc(N)c21 (stereo not given) | 0 | · | -5
COC(=O)NC1(C(F)(F)F)NC(=O)N(C2CCCC2)C1=O (stereo not given) | -10 | · | 16
O=C(c1ccc[nH]1)N1CCCC(c2[nH]ncc2Cc2ccccc2)C1 (stereo not given) | -4 | · | -1
CC1(C(=O)O)NCCc2cc(O)c(O)cc21 (stereo not given) | -3 | · | -5
N#CC1COCCN1C(=O)Cc1c[nH]c2ccc(Cl)cc12 (stereo not given) | -11 | -3 | 7
Cc1noc(C(C)C)c1C(=O)N=c1sccn1C | -12 | · | -1
COc1ccc(OC)c(NC(=O)c2cnn(-c3ccccn3)c2C)c1 | -4 | · | 4
CC(=O)N[C@H]1C[C@@H](c2cc(C)cc(F)c2)O[C@@H](C2CCCCC2)C1 | -1 | · | 3
OCCn1ccnc1-c1ccc2c(c1)Cc1ccccc1-2 | -5 | -11 | 1
O=C(c1ccc(F)cc1)N(Cc1csc(COc2cc(Cl)ccc2Cl)n1)C1CC1 | 3 | 0 | -1
COCCNc1cc(-c2ccsc2C(C)=O)c2cc[nH]c2n1 | -2 | -7 | 4
CC(C)CCN(CC(=O)NCc1ccco1)S(=O)(=O)c1ccc(F)cc1 | -4 | -6 | 1
Cc1ccc2nc(N(CCCN(C)C)C(=O)c3ccccc3)sc2c1 | -3 | -7 | 14
Cc1nc(C(C)C)cc(=O)[nH]1 | -3 | -6 | 1
CCC12CC3CC(Br)(C1)CC(C(=O)O)(C3)C2 (stereo not given) | -3 | · | 7
COc1ccc(-n2c(CCC(=O)NCc3cccc(OC)c3)ccc2-c2ccc(Cl)cc2)cc1 | -9 | -10 | 2
COC(=O)c1sc(=S)n(-c2ccc(F)c(F)c2)c1N | -8 | · | 5
C=C1c2ccccc2C(=O)N1C(C)C(=O)N(C)Cc1ccc(C(=O)NC)cc1 (stereo not given) | 2 | · | 11
CC(C)C1CN(C(=O)c2nn(C)c(=O)c3ccccc23)CCCN1CC1CC1 (stereo not given) | -5 | · | 23
OCc1cc(-c2ccc(F)cc2F)on1 | -11 | · | -3
COCCN1C[C@H]2COc3ccccc3[C@H]2N(C(=O)C2CCC2)CCC1=O | 3 | -4 | 24
Cc1cc(C(=O)N2CCN(C(=O)c3cccc(O)c3)CC2)c(C)s1 | 1 | -2 | 0
COc1ccc(-c2cc(CNC(=O)Cc3cccs3)no2)cc1OC | -8 | -6 | 2
CCOC(=O)CNC(=O)N1CCCC(Cc2ccc(F)cc2F)(C(=O)OCC)C1 (stereo not given) | -3 | · | 3

One compound at a time, as listed above. Values in the order: hcGAS inh | mcGAS lum | NPYLR7 ag
CCS(=O)(=O)c1nc2ccc(NC(=O)C3CCCN3S(C)(=O)=O)cc2s1 (stereo not given) across the screens: -5 | · | 3
O=C(c1ccc[nH]1)N1CCCC(c2[nH]ncc2Cc2ccccc2)C1 (stereo not given) across the screens: -4 | · | -1
Nc1cc(-c2cccc(Cl)c2)nn1-c1ccc(C(=O)NCc2cccnc2)cc1 across the screens: -4 | -5 | -8

Going on with the list:
Structure | hcGAS inh | mcGAS lum | NPYLR7 ag
CC(=O)N1N=C(c2ccco2)OC1C(=O)N[C@@H]1C[C@@H]2C[C@H]([C@H]1C)C2(C)C (stereo not given in full) | -11 | · | 9
CC(OC(=O)C1CCC(C(C)(C)C)CC1)C(N)=O (stereo not given) | -2 | -9 | 0
COc1ccc(S(=O)(=O)NCCc2csc3nc(-c4cccs4)nn23)cc1C | -6 | -6 | 19
Cc1sc2nc(CN3CCCC3)nc(Sc3nnnn3C3CC3)c2c1C | -4 | · | 7
C=CCn1c(SC(C)C(=O)Nc2ccccc2F)nc2sccc2c1=O (stereo not given) | -5 | -8 | 2
COCc1ccc(CN2CCC(C(=O)Nc3ccc(Oc4ccccc4F)cc3)CC2)o1 | -9 | · | 14
Cc1nn(CC(=O)NCc2ccccc2)c(C)c1[N+](=O)[O-] | 2 | 0 | -12
COCCNc1c(-c2ccc(OC)c(OC)c2)cnc2ncnn12 | -8 | -10 | 1
CC(C)c1nn(CC(=O)NCCc2ccccc2)c(=O)c2c1cnn2-c1ccccc1 | -6 | · | 9
CCc1ccc(N2CC(C)Cn3c2nc2c3c(=O)n(CCC(C)C)c(=O)n2C)cc1 (stereo not given) | -2 | · | 1
CC(=O)Nc1ccc(NC(=O)CSc2nnc(C)c3cnn(-c4ccc(F)cc4)c23)cc1 | -7 | -8 | -9
CCCn1cnnc1CNC(=O)CC1C(=O)NCCN1CC(C)(C)C (stereo not given) | -14 | -7 | ·
CCOc1ccc(NC(=O)NCCS(=O)(=O)c2c(C)n(C)c3ccccc23)cc1 | 7 | · | -4
Cc1cc(C)cc(-n2ccnc2-c2cnc(N(C)C)nc2)c1 | -10 | -16 | 16
Cc1ccccc1CN1CCC(CN(Cc2cccnc2)C(=O)[C@H]2C[C@@H]3C=C[C@H]2C3)CC1 | 9 | · | 1
O=C(O)CCC(=O)N1N=C(c2c(-c3ccccc3)c3cc(Cl)ccc3[nH]c2=O)CC1c1ccccc1 (stereo not given) | -2 | -4 | -7
COc1cc(C(=O)N(CC(=O)N2CC(=O)N(c3cccc(Cl)c3C)C2)CC(C)C)cc(OC)c1OC | -9 | -5 | 19
CCC(=O)N1CCCC(OCc2cccc(C)c2)C1 (stereo not given) | -5 | -3 | -3
Fc1cccc(CN2CCC(N3CC(OCC4CC4)C34CCCCC4)CC2)c1 (stereo not given) | 5 | 1 | ·
O=S(=O)(N1CCC2(CCCO2)CC1)N1CCc2ccccc2C1 | -2 | -8 | 21
CCCN(CCC)Cn1c(O)c(N=NC(=O)CSc2nc3ccccc3o2)c2ccccc21 | -3 | 1 | -2
COc1cccc(C(=O)N(Cc2nccn2Cc2ccccc2Cl)C2CCCCC2)c1 | -4 | -8 | 2
O=C(NC(c1ccc(-c2ccccc2)cc1)c1cnccn1)C1CCN(CCCc2ccccc2)CC1 (stereo not given) | 1 | -2 | 2
CN1CCN(c2cc(-c3ccc(C(C)(C)C)cc3)nc3ccnn23)CC1 | -6 | · | 0
CC(C)c1cc(C(C)C)n(C2CCN(C(=O)C3CCCO3)CC2)n1 (stereo not given) | 5 | 1 | 3
CN1C[C@H](NC(=O)c2cc(-c3ccccc3)on2)C[C@H]1CO | -4 | -17 | 12
Cn1cc(CCC(=O)NCc2cccc(CO)c2)c2ccccc21 | -5 | -17 | 5
CCN1CC2([N+](=O)[O-])C=CC(=O)C([N+](=O)[O-])(C1)C2CC(=O)c1ccccc1 (stereo not given) | -8 | · | 10
O=C(NCc1noc(C2CCCC2)n1)C(=O)c1ccco1 | 3 | · | 6
Cc1cc(CN(C)CCC(O)c2ccccc2)no1 (stereo not given) | -7 | · | -1
Cc1cc(C)n2ncc(CN3CCCC(Cn4ccnc4)C3)c2n1 (stereo not given) | -8 | · | 6
Cc1nc(C)c(CCNC(=O)N2CCC(NC(=O)c3cnn(C)c3)CC2)s1 | -8 | · | -3
O=S(=O)(NCC1CCN(Cc2ccccc2)CC1)C1CC1 | -11 | · | -1
CNc1ncc(CN(C)C(=O)c2ccc3cccc(F)c3n2)cn1 | 4 | · | -1
CC1CCCN(C(C)C(=O)Nc2cc(Cl)cc(Cl)c2)C1 (stereo not given) | -3 | -5 | 11
COCc1ccccc1C(=O)N1CCN(CC(F)(F)F)C(C)(C)C1 | 3 | 4 | 0
Cc1sc2ncnc(SCC(=O)NCCc3ccccc3)c2c1C | -4 | -7 | -6
CCOC(=O)C1CCN(C(c2ccc(OCC)cc2)C2Sc3nc(CC)nn3C2=O)CC1 (stereo not given) | -8 | -7 | -3
COc1ccc(C(=O)CSc2nc3ccccc3c(=O)[nH]2)cc1 | -10 | -5 | -8
C=CCOc1ccc(Oc2nc(N(C)C)nc(N(C)C)n2)nn1 | -12 | · | 8

As entered above.
Entry for CCC(Sc1ncc(S(=O)(=O)c2ccccc2)c(=O)[nH]1)C(=O)Nc1cc(Cl)ccc1C (stereo not given) in mcGAS lum: -4
Entry for O=C(O)CCC(=O)N1N=C(c2c(-c3ccccc3)c3cc(Cl)ccc3[nH]c2=O)CC1c1ccccc1 (stereo not given) in hcGAS inh: -2
Entry for CCN(C(=O)c1ccc2c(c1)OCO2)c1ccc2ccccc2c1 in NPYLR7 ag: 0
Entry for C=CCNC(=O)Cn1c(CO)cnc1SCc1ccc(F)cc1 in hcGAS inh: -5
Entry for CCC(=O)N1CCCC(OCc2cccc(C)c2)C1 (stereo not given) in mcGAS lum: -3
Entry for Brc1ccc(Oc2nnc(Oc3ccc(Br)cc3)c3ccccc23)cc1 in NPYLR7 ag: -6
Entry for CCC12CC3CC(Br)(C1)CC(C(=O)O)(C3)C2 (stereo not given) in hcGAS inh: -3
